Compound activity deposited in PubChem BioAssay by MTDP.
RNase H inhibition = RNase H inhibition, HIV 1 Gag Pol polyprotein, FRET biochemical assay, screening (AID 372); HIV-1 RT RNase H, FRET RNA/DNA substrate fluorescence; higher % means a stronger effect; 100,000 tested, 0.77% active; one-dose inhibition, % at 10 µM; IC50 in µM for titrated hits; in the data active = inhibition above about 50%
Active calls of the source: *. Some of the compounds tested; rates above refer to the full screens.

item	molecule	RNase H inhibition
1	CNc1nc(NC)nc(-n2c(C(F)(F)F)nc3ccccc32)n1	0%
2	O=C1S/C(=C\c2ccc(Br)o2)C(=O)N1c1ccc(Cl)c(Cl)c1	12%
3	Cc1ccc(N=Nc2nc(-c3ccccc3)c(-c3ccccc3)[nH]2)cc1	2%
4	CCc1ccc(N=C2C(=O)Nc3ccc(Br)cc32)cc1	5%
5	O=C(Nc1ccc2oc(-c3ccc(Cl)cc3)nc2c1)c1ccc(Br)o1	42%
6	O=C(Nc1cc(C(F)(F)F)c(Br)cc1Br)c1ccccc1F	6%
7	COc1ccccc1C(=O)NNC1=CC(=O)CC(C)(C)C1	9%
8	Cc1ccc(/C=N/NC(=O)C(=O)NCc2ccc(Cl)cc2)cc1	6%
9	O=C(N/N=C/c1ccccc1[N+](=O)[O-])c1ccc(O)c(O)c1	51%*
10	COc1cc(Br)cc(/C=C2\C(=O)NC(=O)N(c3ccc(C)c(C)c3)C2=O)c1OC	25%
11	COc1ccc(NC(=O)c2nn3c(c2Br)NC(c2cccs2)CC3C(F)(F)F)cc1OC (centres undefined)	11%
12	COc1ccc(/C(C)=N/NC(=O)CN2CCOCC2)cc1Br	3%
13	O=C(/C=C/c1ccccc1)NC(=S)Nc1ccc(NC(=O)c2cccc(Cl)c2)cc1	15%
14	O=C(O)c1c(NS(=O)(=O)c2ccccc2)sc2c1CCCC2	6%
15	CCC(=O)N1c2ccccc2C(N(C(=O)c2ccccc2)c2ccc([N+](=O)[O-])cc2)CC1C (centres undefined)	0%
16	O=C(N/N=C/c1cc(Br)ccc1O)c1cc(-c2ccc3ccccc3c2)n[nH]1	9%
17	N#Cc1c(-c2cccc(Br)c2)cc(C2CC2)nc1N	29%
18	CCN1C(=O)/C(=C\c2ccc(OC(C)=O)cc2)SC1=S	8%
19	COc1ccc(C2CC(=O)C3=C(C2)Nc2ccccc2NC3c2cc(OC)c(OC)cc2OC)cc1 (centres undefined)	0%
20	COc1cc(N)ccc1NC(=O)c1cccs1	1%
21	COC(=O)/C=C1\SC(=Nc2ccc(Cl)c(Cl)c2)NC1=O	11%
22	Cc1cc(C)n(S(=O)(=O)c2ccccc2[N+](=O)[O-])n1	18%
23	C=C1c2ccc(C)cc2NC(=O)N1c1ccc(Cl)cc1	10%
24	Cc1n[nH]c(C)c1CCCOc1ccc(Cl)cc1	8%
25	CCOC(=O)C1=C(C)N=c2s/c(=C\c3ccc(C)cc3)c(=O)n2C1c1cc(OC)ccc1OC (centres undefined)	0%
26	COc1ccc(OCC(=O)n2nc(C)cc2C)cc1	13%
27	O=C(NC(=S)Nc1ccc(Cl)c(-c2nc3ccccc3s2)c1)c1ccccc1[N+](=O)[O-]	23%
28	CC(=O)Nc1ccc2nc(SCC(=O)NC3CCCCC3)sc2c1	15%
29	CC(C)c1ccc(/C=C/C(=O)Nc2ccc(F)cc2)cc1	8%
30	CCCOc1ccc(C2C(C(=O)OCC)=C(C)NC3=C2C(=O)CC(c2ccccc2)C3)cc1OC (centres undefined)	7%
31	O=C1Nc2ccccc2C1=Cc1nc2ccccc2c(=O)n1-c1ccccc1[N+](=O)[O-]	9%
32	CCOc1cc(C(=O)NCCc2cccc(Cl)c2)cc(OCC)c1OCC	6%
33	O=C(c1ccccc1)n1c(=O)oc2ccccc2c1=O	10%
34	Cc1cc(C)c(O)c(N=Cc2cccc([N+](=O)[O-])c2)c1	8%
35	O=[N+]([O-])c1ccc(N2CCOCC2)cc1Sc1nc2ccccc2[nH]1	21%
36	COc1ccc(NC(=O)O/N=C/c2ccccc2)cc1	6%
37	O=C(NCCN1CCOCC1)C(=O)NCc1ccc(Cl)cc1	5%
38	C=CCc1ccc(OCCCOc2ccc(Cl)cc2C)c(OC)c1	5%
39	CC(C)COc1ccc(C(=O)Nc2ccccc2)cc1	5%
40	Cc1ccnc(NS(=O)(=O)c2ccc(NC(=O)COc3ccc(Cl)cc3)cc2)n1	11%
41	COC(=O)c1ccc(C2Nc3cc(C)c(C)cc3NC3=C2C(=O)CC(C)(C)C3)cc1 (centres undefined)	18%
42	CCCCNC(=O)C(Sc1ccccc1)c1ccccc1 (centres undefined)	6%
43	Cc1ccc(-c2nc3cc(Cl)ccc3o2)cc1NC(=O)/C=C/c1cccc([N+](=O)[O-])c1	40%
44	O=C1C(Nc2ccccc2)=CC(c2ccccc2[N+](=O)[O-])N1c1ccccc1 (centres undefined)	6%
45	COc1cc(Br)c(C2C(C#N)=C(C)NC3=C2C(=O)CC(c2ccc(Cl)cc2)C3)cc1OC (centres undefined)	10%
46	O=C(O)C1C2C=CC(C3CC23)C1C(=O)Nc1ccc(F)cc1 (centres undefined)	0%
47	CCc1c(C)c(C#N)c2nc3ccccc3n2c1-n1ccnc1C	0%
48	Cn1c(=O)c2c(nc(C(N)=O)n2C)n(C)c1=O	6%
49	O=C(c1ccc(Cl)cc1)c1cc([N+](=O)[O-])ccc1N1CCOCC1	7%
50	COc1ccc2ccccc2c1C=Nc1ccc(NC(C)=O)cc1	0%
51	Cc1ccc(CCC(=O)Nc2ncc(Cc3ccc(F)cc3)s2)o1	11%
52	Cc1ccc(NC(=O)c2cccc(C(=O)Nc3ccc(C)cc3)n2)cc1	4%
53	CC(=O)Nc1ccc(NC(=O)COc2ccc(Cl)cc2Br)cc1	20%
54	Cc1cc(C)nc(NS(=O)(=O)c2ccc(NC(=O)/C=C/c3ccc([N+](=O)[O-])s3)cc2)n1	14%
55	C/C(=N/Nc1nc2ccccc2s1)c1ccc2ccccc2c1	21%
56	Cc1ccccc1OCC(=O)N/N=C/c1c(C)[nH]n(-c2ccccc2)c1=O	6%
57	O=C(N/C(=C/c1cccnc1)C(=O)N1CCCCCC1)c1cccc(Br)c1	5%
58	COc1ccc(-c2cc(C(F)(F)F)n3nc(C(=O)N4CCc5ccccc5C4)cc3n2)cc1	40%
59	C/C(=N\Nc1cc(C)nc(-c2ccccc2)n1)c1ccc(I)cc1	11%
60	Cc1cccc(C2(c3cccc(C)c3)CC2C(=O)NCc2ccccc2)c1 (centres undefined)	6%

Remaining list, next part.
item	molecule	RNase H inhibition
61	O=C(O)c1ccc(-c2ccc(/C=C3/SC(=O)N(c4ccccc4)C3=O)o2)cc1	15%
62	CC12CCC(C/C1=N/NC(=O)c1cccc(Br)c1)C2(C)C (centres undefined)	0%
63	COc1ccccc1CNC1CCCCC1OC (centres undefined)	9%
64	CC1=C(C(=O)OC(C)C)C(c2ccc(F)c(Br)c2)CC(=O)N1 (centres undefined)	10%
65	Cc1ccc(C)c(N=Cc2ccccc2[N+](=O)[O-])c1	0%
66	CCOc1ccc(C(=O)Nc2cccc(-c3nc4ccccc4o3)c2)cc1	16%
67	O=C(NC(Nc1ccc(Cl)cc1)C(Cl)(Cl)Cl)c1ccccc1[N+](=O)[O-] (centres undefined)	3%
68	O=C(Nc1ccc(Cl)cc1)c1nn2c(c1Cl)NC(c1ccc(Cl)cc1)CC2C(F)(F)F (centres undefined)	3%
69	COc1ccc(CCNC(=O)CSc2nnc(-c3ccco3)n2-c2ccccc2)cc1OC	0%
70	CC1(C)CC(=O)C2=C(C1)c1c(ccc3ccccc13)NC2c1cc([N+](=O)[O-])ccc1N1CCOCC1 (centres undefined)	5%
71	Cc1ccc2nc(-c3cccc(NC(=O)COc4ccccc4)c3)oc2c1	14%
72	CC(=O)C1=C(C)NC(SCC(=O)c2ccc(C)c(C)c2)=C(C#N)C1c1cccs1 (centres undefined)	25%
73	O=C1NC(=O)C(=Cc2cc(Br)ccc2OC(=O)c2cccc3ccccc23)C(=O)N1	6%
74	CCOC(=O)C1=C(C)N=c2s/c(=C/c3cccc(OC)c3OC)c(=O)n2C1c1cc(OC)ccc1OC (centres undefined)	6%
75	Cc1ccc(NC(=O)c2ccc(C(C)(C)C)cc2)c([N+](=O)[O-])c1	7%
76	COc1ccc(/C=C\C(=O)c2c(-c3ccccc3)c3cc(C)ccc3[nH]c2=O)c(OC)c1	22µM*
77	CCOc1cccc(-c2cc(C(=O)Nc3ccc4c(c3)OCO4)c3ccccc3n2)c1	28%
78	Cc1cccc(NS(=O)(=O)c2ccc(F)cc2)c1C	15%
79	CC(=O)Cc1cc(O)c2ccccc2c1OC(=O)c1ccc(Br)cc1	7%
80	CCOc1ccc2c(c1)SCC(=O)N2	0%
81	Cc1ccccc1NC(=O)C(=O)N/N=C/c1ccccc1O	7%
82	COC(=O)c1ccccc1NCn1nc(-c2ccc(Cl)cc2Cl)oc1=S	1%
83	N#Cc1c(NC(=O)c2c(C(=O)O)cccc2[N+](=O)[O-])sc2c1CCCC2	13%
84	O/N=C1/c2ccccc2/C(=N/O)C1c1ccccc1	6%
85	O=C1CSC(=S)N1c1ccc(Cl)cc1	1%
86	O=C1C(c2ccccc2)=C(c2ccc(Oc3ccccc3)cc2)C(c2ccc(Oc3ccccc3)cc2)=C1c1ccccc1	24%
87	O=C(O)CCC(=O)N1N=C(c2cccs2)CC1c1cccc([N+](=O)[O-])c1 (centres undefined)	21%
88	N#C/C(=C\c1ccc(-c2ccc(Cl)cc2)o1)C(=O)Nc1cccc2ncccc12	8%
89	O=c1oc2ccccc2nc1/C=C(\O)c1cccs1	6%
90	O=C(Nc1ccc(S(=O)(=O)Nc2ncccn2)cc1)c1cc2ccccc2o1	2%
91	COc1ccc(N(CC(=O)N/N=C/c2ccccc2[N+](=O)[O-])S(=O)(=O)c2ccccc2)cc1Cl	11%
92	Cc1ccc(NC(=O)C(=O)N/N=C/c2cccs2)cc1C	4%
93	COCCOC(=O)c1ccc(NC(=O)COc2ccc(-c3ccc(C)cc3)cc2)cc1	4%
94	CCOc1cc(C2C(C(=O)OCCc3ccccc3)=C(C)NC3=C2C(=O)CC(c2ccc(Cl)cc2)C3)ccc1O (centres undefined)	1%
95	CC(=O)Nc1ccc(S(=O)(=O)N2CCN(CCO)CC2)cc1	9%
96	O=C(O)c1ccccc1NS(=O)(=O)c1cccc2cccnc12	33%

Sorted by length of the SMILES (lowest first): part of the list above
item	molecule	RNase H inhibition
89	O=c1oc2ccccc2nc1/C=C(\O)c1cccs1	6%
96	O=C(O)c1ccccc1NS(=O)(=O)c1cccc2cccnc12	33%
90	O=C(Nc1ccc(S(=O)(=O)Nc2ncccn2)cc1)c1cc2ccccc2o1	2%

More compounds follow:
item	molecule	RNase H inhibition
97	O=C(COc1ccc(Cl)cc1Cl)Nc1nc(-c2ccc(F)cc2)cs1	6%
98	COc1ccc(/C(C)=N/Nc2nc(C)cc(=O)[nH]2)cc1	0%
99	Cc1cc(NC(=S)NC(=O)c2ccccc2)ccc1-c1cc2ccccc2oc1=O	12%
100	CCOc1ccc(NC(=O)C(=O)NC2CCCCC2)cc1	0%
101	O=C(N/N=C/c1cccc(Br)c1)C(=O)Nc1cccc2ccccc12	4%
102	O=[N+]([O-])c1ccccc1S(=O)(=O)Nc1ccc(Cl)c(Cl)c1	2%
103	CCc1ccc(N2NC(=O)/C(=C/c3ccc(-c4ccccc4F)o3)C2=O)cc1	32%
104	O=C(N/N=C/c1cccc([N+](=O)[O-])c1)C1CC(=O)N(c2ccc(F)cc2)C1 (centres undefined)	6%
105	CC(=O)CC(=O)Nc1ccccc1Br	10%
106	O=C(Nc1ccc(Br)cn1)c1cc2n(n1)C(C(F)(F)F)CC(c1ccccc1)N2 (centres undefined)	9%
107	COc1ccc(C(=O)N2CCCc3ccccc32)cc1[N+](=O)[O-]	0%
108	c1ccc2c(c1)OCC(CSc1nc3ccccc3[nH]1)O2 (centres undefined)	8%

In the list so far, these contain an NH in an aromatic ring:
item	molecule	RNase H inhibition
3	Cc1ccc(N=Nc2nc(-c3ccccc3)c(-c3ccccc3)[nH]2)cc1	2%
16	O=C(N/N=C/c1cc(Br)ccc1O)c1cc(-c2ccc3ccccc3c2)n[nH]1	9%
24	Cc1n[nH]c(C)c1CCCOc1ccc(Cl)cc1	8%
35	O=[N+]([O-])c1ccc(N2CCOCC2)cc1Sc1nc2ccccc2[nH]1	21%
56	Cc1ccccc1OCC(=O)N/N=C/c1c(C)[nH]n(-c2ccccc2)c1=O	6%
76	COc1ccc(/C=C\C(=O)c2c(-c3ccccc3)c3cc(C)ccc3[nH]c2=O)c(OC)c1	22µM*
98	COc1ccc(/C(C)=N/Nc2nc(C)cc(=O)[nH]2)cc1	0%
108	c1ccc2c(c1)OCC(CSc1nc3ccccc3[nH]1)O2 (centres undefined)	8%

New compounds follow.
item	molecule	RNase H inhibition
109	O=C(Nc1ccc(I)cc1Cl)c1ccc(-c2cccc([N+](=O)[O-])c2)o1	9%
110	CCc1ccccc1NC(=O)CN(c1ccc(OC)c(Cl)c1)S(C)(=O)=O	9%
111	COC(=O)CCC(=O)Nc1ccc([N+](=O)[O-])cc1C	4%
112	CCOP(=O)(CC(=O)N/N=C/c1cccc(O)c1)OCC	3%
113	CCCCSc1nnc2c(n1)OC(c1c(Br)cc(Br)c(O)c1Br)Nc1ccccc1-2 (centres undefined)	12%
114	Clc1cccc(Nc2nc3nonc3n3nnnc23)c1	0%
115	COc1ccc(/C=C(\NC(=O)c2ccccc2)C(=O)N/N=C/c2ccccn2)cc1	10%
116	CCc1ccc(N2C(=O)NC(=O)/C(=C/c3ccc(OC)c(Cl)c3)C2=O)cc1	7%
117	COc1ccc(OCCCOc2cc(C)c(C)cc2Br)cc1	24%
118	Ic1cccc(-c2nc3ccccc3nc2-c2cccc(I)c2)c1	34%
119	CN(C)c1ccc(/C=N/Nc2nnc3c(n2)[nH]c2ccc(Br)cc23)cc1	17%
120	COc1ccccc1C(=O)NC1CC(C)(C)NC(C)(C)C1	8%
121	CCOC(=O)C1=C(C)N=c2s/c(=C\c3ccc(OCc4ccccc4)cc3)c(=O)n2C1c1ccc(N(C)C)cc1 (centres undefined)	27%
122	O=C(N/N=C/c1cccs1)C(=O)Nc1cccc(C(F)(F)F)c1	2%
123	O=C(/C=C/NNC(=O)c1ccncc1)c1ccc(Cl)cc1	9%
124	CC(C)(O)C#CCN1CCOCC1	0%
125	O=C(O)/C=C/C(=O)NNC(=O)c1ccccc1	5%
126	CCOC(=O)C1CCCN(C2CCN(Cc3ccccc3)CC2)C1 (centres undefined)	4%
127	O=S(=O)(NCC(c1ccccc1)N1CCOCC1)c1ccccc1 (centres undefined)	3%
128	COc1cc(/C=C2\C(=O)NC(=O)N(c3ccc(Br)cc3)C2=O)cc(OC)c1OC	17%
